mHTT-CaM PPI inh: mutant huntingtin-calmodulin interaction inhibitors – biochemical, AlphaScreen, primary screen. P42858. AlphaScreen His-mHTT/GST-CaM binding, luminescence. inhibition, % at 15 µM. 190,000 tested, 3.6% active. AID 1671202, 2021;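 further: 0% = both proteins with DMSO and 100% = one protein alone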
Pf apPOL block: Pf-apPOL inhibitors, biochemical, fluorescence | Plasmodium falciparum apicoplast DNA polymerase (apPOL) | Recombinant Pf-apPOL, molecular beacon fluorescence, 1.5 h | inhibition, % at 10 µM | 210,000 tested, 0.25% active | AID 1794808, 2022
* = called active by the depositor; / = not tested or not shown; & = joins results of further samples. No stated cut-off is given here; in the data, active means inhibition above about 50%; inactive means the rest. This is a subset, so the mix of outcomes need not match the whole.

Values run as follows: mHTT-CaM PPI inh | Pf apPOL block
Cc1cc(C)c(OCCCN2CCCC2)c(C)c1
 : -1 | -1
CN1CCN(c2ccccc2C=NNC(=O)c2cccnc2)CC1
 : / | 4
O=C(CCc1csc(NC(=O)Nc2cccc(Cl)c2)n1)NC1CC1
 : -9 | -4
Cc1cc2n(n1)C(c1ccccc1)CC(c1ccccc1)=N2 (configuration not stated)
 : -7 | -2
CNC(=O)CN(c1ccc(F)cc1)S(C)(=O)=O
 : -5 | 2
CCc1nnc(NS(=O)(=O)c2ccc(NC(=O)c3cc(Cl)sc3Cl)cc2)s1
 : 17 | -4
CC1=NN(C(C#N)c2cccc([N+](=O)[O-])c2)C(C)(C)C1 (configuration not stated)
 : 2 | -8
Cc1nc(Cc2ccc([N+](=O)[O-])cc2)no1
 : / | -11
CC(C)C[C@H]1COc2cccc(F)c2S(=O)(=O)N1Cc1cn(Cc2ccc(Cl)cc2)nn1
 : -2 | -5
CCCC(=O)Nc1c(C)nc2scc(CC)n2c1=O
 : -3 | 2
Cc1cc(NC(=O)c2c(O)c3cccc4c3n(c2=O)CCC4)n(-c2ccccc2)n1
 : / | 3
OC(COCC12CC3CC(CC(C3)C1)C2)CN1CCN(c2ccccc2F)CC1 (configuration not stated)
 : 33 | -4
CCOC(=O)C(NCc1ccccn1)(NC(=O)c1ccccc1Cl)C(F)(F)F (configuration not stated)
 : / | -9
CN(C)c1ccc(NC(=O)CCC(=O)O)cc1
 : 35 | -2
CCCOc1cccc(C(=O)Nc2ccc(OC)cc2OC)c1
 : -5 | -4
COCC(C)NC(=O)c1cc(N2CCSCC2)nc2ccccc12 (configuration not stated)
 : -3 | -6
Cc1ccnc(NS(=O)(=O)c2ccc(N=Cc3cc([N+](=O)[O-])ccc3O)cc2)n1
 : 29 | -4
Cc1cccc(-c2noc(-c3cccnc3N3CCC(C(=O)NCC4CCCO4)CC3)n2)c1 (configuration not stated)
 : -3 | -2
NC(CCCCC(=O)O)C(=O)O (configuration not stated)
 : / | -16
CCCCSc1nnc(C2CCN(C(=O)OC(C)(C)C)CC2)o1
 : -4 | /
Cc1ccc(C)c(Nc2nc(C)nc3c2CCC3)c1
 : -6 | -8
CSCCC(NC(=O)c1ccccc1)C(=O)Nc1ccc(Br)cc1 (configuration not stated)
 : 4 | -11
O=C(c1nn2c(C(F)(F)F)cc(-c3ccco3)nc2c1Cl)N1CCOCC1
 : -4 | -5
COc1cc(C=NNC(=O)c2cc(C)ccc2[N+](=O)[O-])cc(OC)c1OC
 : / | -2
Cn1c(C2CCN(C(=O)COc3ccc(F)cc3)C2)nc2ccncc21 (configuration not stated)
 : -2 | -5
CCNC(=O)C1Cc2ccccc2N2CCN(c3ccccn3)CC12 (configuration not stated)
 : 4 | -3
CC(Oc1ccccc1)C(=O)N1CCC(c2cc(N)on2)CC1 (configuration not stated)
 : -5 | 1
Cc1ccc(C2=N/C(=C\c3ccc([N+](=O)[O-])cc3)C(=O)O2)cc1[N+](=O)[O-]
 : 2 | 3
COc1cccc(NC(=O)CN2CCC(c3nc(-c4ccc(C)cc4)no3)CC2)c1
 : 2 | 1
CC(C)c1cccc(N2C=C(C#N)S(=O)(=O)c3ccc(Cl)cc32)c1
 : -2 | 0

Values run as follows: mHTT-CaM PPI inh | Pf apPOL block
COc1ccc(CNC(=O)C2CCN(Cc3ccc4c(c3)OCO4)CC2)cc1
 : -1 | -6
CCOc1ccc(C2C(C(=O)Nc3ccc(C)cc3C)=C(C)Nc3ncnn32)cc1OC (configuration not stated)
 : 6 | 0
Fc1ccccc1N1CCN(c2nnnn2-c2ccccc2)CC1
 : -3 | -1
O=C(Nc1ccc2oc(-c3ccccc3Cl)nc2c1)c1ccc([N+](=O)[O-])cc1
 : 4 | -5
Cc1ccc(S(=O)(=O)NCc2ccccn2)c(C)c1C
 : -17&-6 | -6&3
Cc1ccc(NC(=O)CCN2C(=O)c3cccc([N+](=O)[O-])c3C2=O)c(Br)c1
 : -1&-6 | 6&-1
OCc1nc2ccccc2n1CCc1ccccc1
 : 0 | -3
O=C1c2cccnc2C(=O)N1c1ccc(Oc2ccccc2)cc1
 : 9 | -1
COc1ccc(CNC(=O)c2cn3c(n2)COCC3)cc1
 : -7 | -7
COc1cc(Nc2nc(SCC#N)nc3ccccc23)cc(OC)c1OC
 : 9 | -6
COC(=O)c1ccc(-c2csc(NC(=O)Cc3cccs3)n2)cc1
 : -4 | -2
COc1cc(OC)c2c(c1C(CCN1CCCC1)c1ccc(N(C)C)cc1)OC(=O)CC2c1ccc(N(C)C)cc1 (configuration not stated)
 : 100* | -10
CC1CCC(C(C)C)C(=O)/C1=C/c1ccc(NC(=O)CCC(=O)O)cc1 (configuration not stated)
 : 20 | -5
Cc1cccc(C(=O)N2CCCCC2c2nc(-c3ccncc3)no2)c1 (configuration not stated)
 : 2 | 4
COc1ccc(-c2nc3c(c(=O)[nH]2)CCN(C(=O)c2ccsc2)C3)cc1
 : -3 | -2
O=C(CN1CCCCC1)Nc1ccccc1Cl
 : -8 | -4
O=C(NC1CCCCC1)N1CCN(Cc2nnnn2-c2ccc(Cl)cc2)CC1
 : -6 | -6
NC(=O)c1nn(-c2ccccc2)nc1NC(=O)Cn1nnc(-c2ccccc2F)n1
 : 7 | -3
CC(C)(C)c1ccc(C2SCC(=O)N2c2ccc(O)cc2)cc1 (configuration not stated)
 : 23 | -3
Cc1c(Cl)c([N+](=O)[O-])nn1CC(=O)NCc1cccs1
 : -6 | 0
COc1cc(C=O)cc(I)c1OCc1cccc([N+](=O)[O-])c1
 : 18 | 11
O=C(Nc1ccccc1)Nc1ccc(-n2ccc(C(F)(F)F)n2)cc1
 : / | -2
Cc1cccc(C(C)C)c1NS(=O)(=O)c1ccc([N+](=O)[O-])cc1
 : 26 | -1
Fc1ccccc1CSc1nnc(-c2ccncc2)n1-c1ccccc1
 : 2 | -3
O=C(Nc1ccc2c(c1)CCC2)N1CCc2nc3cc[nH]n3c(=O)c2C1
 : -1 | -3
COCCCn1c(=N)c(S(=O)(=O)c2ccc(C)cc2)cc2c(=O)n3cccc(C)c3nc21
 : 0 | -24
CCCCN(C)c1nc(-c2ccccc2)c2c(c1C#N)CC(C)(C)OC2
 : -54 | 9
N#CSCC(=O)n1c2c(c3ccccc31)CCCC2
 : 3 | 6
N#Cc1ccccc1NC(=O)c1cccc(C(=O)Nc2ccccc2C#N)c1
 : -4 | 0
O=C1OC(c2ccco2)=N/C1=C/c1ccc(Cl)cc1Cl
 : -5 | -5

As a short view, four of the compounds above.
Values run as follows: mHTT-CaM PPI inh | Pf apPOL block
COc1ccc(CNC(=O)C2CCN(Cc3ccc4c(c3)OCO4)CC2)cc1
 : -1 | -6
CCOc1ccc(C2C(C(=O)Nc3ccc(C)cc3C)=C(C)Nc3ncnn32)cc1OC (configuration not stated)
 : 6 | 0
Fc1ccccc1N1CCN(c2nnnn2-c2ccccc2)CC1
 : -3 | -1
O=C(Nc1ccc2oc(-c3ccccc3Cl)nc2c1)c1ccc([N+](=O)[O-])cc1
 : 4 | -5

Next part
Values run as follows: mHTT-CaM PPI inh | Pf apPOL block
O=C(NCCCN1CCOCC1)c1cc2n(n1)CCCN(Cc1ccc(Cl)cc1)C2=O
 : 1 | 0
O=C(Nc1ccccc1[N+](=O)[O-])c1ccc(Cl)c(S(=O)(=O)NC2CCCC2)c1
 : 28 | -7
Cc1ccc(N2CC(C(=O)NCc3ccc4c(c3)OCO4)CC2=O)cc1C (configuration not stated)
 : 9&2 | -2&-1
C=CCSc1nnc2c(n1)OC(c1ccc(OC)cc1)N(C(C)=O)c1ccccc1-2 (configuration not stated)
 : 37 | 2
CC(C)(CSc1ccccn1)NS(=O)(=O)c1ccc(Cl)cc1
 : -13 | -1
Cc1cccc(C2C=C(c3ccc(Cl)cc3)Nc3ncnn32)c1 (configuration not stated)
 : 18 | 1
Cc1cc(C)c(S(=O)(=O)Nc2cccc(C(=O)O)c2C)c(C)c1
 : 2 | 34
COc1cccc2cc(C(=O)NCc3ccccn3)c(=O)oc12
 : 4 | 15
CC(=O)N1CCc2cc(Br)cc(S(=O)(=O)CCC(=O)NCCc3ccccc3)c21
 : -2 | -5
Cc1cc(C)cc(NC(=O)C(=O)NCc2ccccn2)c1
 : 3&0 | -7&-3
COC(=O)c1c2c(n3ccccc13)C(=O)c1ccccc1C2=O
 : 9 | -2
COc1nccnc1N1CCC(N(C)C(=O)NCc2cccc(F)c2)C1 (configuration not stated)
 : 8 | -6
CN(C)c1ccc(NC(=O)CCN2CCN(C3c4ccccc4-c4ccccc43)CC2)cc1
 : 93* | -5
CC(=O)Nc1nnc(SCC(=O)NCC2CCCO2)s1 (configuration not stated)
 : -1 | -11
Cn1nccc1C(=O)N1CCC(c2nc(-c3ccccc3)n[nH]2)CC1
 : -2 | -5
O=C(CC(=O)c1ccc2c(c1)OCCO2)c1ccccc1
 : -45 | -2
Cc1cc(C)cc(N2CC(C(=O)NC3CCCCC3)CC2=O)c1 (configuration not stated)
 : -10 | -4
Cc1ccc(N(Cc2ccc(C(=O)Nc3ccccc3Cl)cc2)S(C)(=O)=O)cc1C
 : -1 | -4
COc1ccc(NC(=O)/C(=C/c2cccs2)NC(=O)c2cccs2)cc1
 : 1 | 6
CCOC(=O)C1CCN(C(=S)Nc2cccc(C)c2)CC1
 : / | 2&-2
COCCCNC(=O)CNC(=O)c1nn(-c2ccc(OC)cc2OC)c(=O)c2ccccc12
 : 3 | -4
CC(C)OCCCNC(=O)C1(C)CCC(=O)N1Cc1cccs1 (configuration not stated)
 : -7 | 0
COc1ccc(-c2ncc3c(n2)CCN(C(=O)c2ccc(F)cc2Cl)C3)cc1
 : -8 | -3
COc1ccc(C=C2Oc3cc(OC)ccc3C2=O)c(OC)c1
 : -1 | -3
COc1cccc(OCCCOc2ccc(C=O)cc2OC)c1
 : -30 | -5
NC(=O)c1c(NC(=O)CCCCCN2C(=O)c3ccccc3C2=O)sc2c1CCC2
 : 3 | -4
O=c1[nH][nH]c(=O)n1-c1ccc2c(c1)OCO2
 : -1 | /
O=C(Nc1cc(-c2ccco2)nn1CCO)c1cc(=O)c2ccccc2o1
 : 41 | 25
Cc1cccc(N2CC(C(=O)NC3CCCC3)CC2=O)c1 (configuration not stated)
 : -3 | 0
CCCC1c2cccn2CCN1C(=O)Nc1cccc(C)c1C (configuration not stated)
 : 4 | -8

Profiles, quoted from the list. Order of screens: mHTT-CaM PPI inh	Pf apPOL block
COc1ccc(C=C2Oc3cc(OC)ccc3C2=O)c(OC)c1 is listed with -1	-3
COc1cccc(OCCCOc2ccc(C=O)cc2OC)c1 is listed with -30	-5
O=C(Nc1ccccc1[N+](=O)[O-])c1ccc(Cl)c(S(=O)(=O)NC2CCCC2)c1 is listed with 28	-7

Other structures follow.
Values run as follows: mHTT-CaM PPI inh | Pf apPOL block
O=C1C(=O)N(Cc2cccnc2)C(c2ccncc2)C1=C(O)c1ccccc1 (configuration not stated)
 : 2 | -6
CCN1c2ccc(F)cc2C(=O)NC12CCN(C(=O)c1cc(F)cc(F)c1)CC2
 : -4 | 1
COC(=O)C(NC(=O)NC1CCN(c2nc3ccccc3n(C)c2=O)CC1)C(C)C (configuration not stated)
 : 3 | -4
COc1ccccc1-c1nc(C2CCCN(C(=O)c3cc(F)ccc3F)C2)no1 (configuration not stated)
 : 8 | -3
COc1cc(OC)c(C2C(C(N)=O)=C(C)Nc3ncnn32)cc1OC (configuration not stated)
 : -9 | 2
CCOc1ccc(C(=O)Cc2ccc(OC)c(OC)c2)cc1
 : 3 | -1
COc1ccc(-c2csc(/C(C#N)=C/c3ccccc3[N+](=O)[O-])n2)cc1
 : 16 | -2
COc1ccc(-c2nnc(N3CCC(C(=O)NCc4ccccc4OC)CC3)o2)cc1
 : 4 | -6
CSC(=Nc1ccc(OC(F)F)cc1)NC#N
 : -11 | /
O=S(=O)(NCCCN1CCOC(c2ccccc2)C1)c1cccs1 (configuration not stated)
 : -8 | 0
Cc1ccc(NC(=O)c2cccc(Cl)c2)c(C)c1
 : -11 | 23
COc1cc(O)c(C(CCN2CCCCC2)c2cc(OC)c(OC)c(OC)c2)c(OC)c1 (configuration not stated)
 : 11 | -1
CC(=NOCC(=O)ON=C(N)COc1cccc(Cl)c1)c1ccc(Cl)cc1
 : / | -6
O=c1cc(C23CC4CC(CC(C4)C2)C3)[nH][nH]1
 : -8 | /
COc1ccccc1NC(=O)CSc1nc2ccccc2c(=O)n1Cc1ccc2c(c1)OCO2
 : 1 | -2
O=C(c1ccc(OCC2CCN(C(=O)C3CCCC3)CC2)cc1)N1CCOCC1
 : 0 | -1
N#CC(=Cc1ccncc1)c1ccc(NC(N)=O)cc1
 : / | 4
COc1cc(/C=C2/N=C(c3ccccc3C)OC2=O)cc(OC)c1OC
 : 2 | -14
O=C(Nc1ccc(Br)cc1)c1csc2c1CCCC2
 : -20 | -1
CC(C(=O)NNS(=O)(=O)c1cccc(C(F)(F)F)c1)n1nnc(N2CCOCC2)n1 (configuration not stated)
 : / | -8
COc1ccc2nc(C(=O)NCc3cccc(Br)c3)cn2n1
 : 3 | -3
COc1cccc(NC(=O)N2CC3CC(NS(C)(=O)=O)C2C3)c1 (configuration not stated)
 : 0 | -2
COc1ccc(-n2nc3c(c2NC(=O)c2cccc(C)c2)CSC3)cc1
 : 36 | 0
COc1ccc(S(=O)(=O)Nc2ccc(Cl)cc2C)cc1Br
 : 7 | -5
O=C(COc1ccc(Cl)cc1Cl)Nc1ccccc1[N+](=O)[O-]
 : -3 | -10
COc1cccc(N2CCN(C(C)C(=O)Nc3ccc(F)cc3)CC2)c1 (configuration not stated)
 : 4 | -2
Cn1cc2c3c(cccc31)CN(C(=O)Nc1cc(Cl)ccc1Cl)CC2
 : -6 | -3
O=C(NCc1ccncc1)c1cn2ccccc2n1
 : 2 | -6
COc1ccc(C(=O)N2CCC(c3nc(CNC(=O)C4CCC4)cs3)CC2)cc1
 : 5 | -5
OCCNC12CC3CC(CC(C3)C1)C2
 : -8 | /
CC1CCN(C(=O)C2c3ccccc3CCN2CC(=O)NCc2ccccc2Cl)CC1 (configuration not stated)
 : 41 | -3
